CHRM4 antagonist – human M4 muscarinic receptor antagonists, primary screen, CHO cells, Fluo-8 calcium fluorescence; inhibition, % at 3 µM; 360,000 compounds, 0.73% hits; CHO-hM4 cells, ACh EC80; AID 624125, 2012; Muscarinic acetylcholine receptor M4 (Homo sapiens), P08173;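 active = inhibition above its plate's cutoff, the mean inhibition of sample wells plus 3 SD, cut at about 27% in these data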;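 also: 0% = acetylcholine EC80 with DMSO and 100% = DMSO without agonist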
Target sequence (P08173 whole entry, looked up): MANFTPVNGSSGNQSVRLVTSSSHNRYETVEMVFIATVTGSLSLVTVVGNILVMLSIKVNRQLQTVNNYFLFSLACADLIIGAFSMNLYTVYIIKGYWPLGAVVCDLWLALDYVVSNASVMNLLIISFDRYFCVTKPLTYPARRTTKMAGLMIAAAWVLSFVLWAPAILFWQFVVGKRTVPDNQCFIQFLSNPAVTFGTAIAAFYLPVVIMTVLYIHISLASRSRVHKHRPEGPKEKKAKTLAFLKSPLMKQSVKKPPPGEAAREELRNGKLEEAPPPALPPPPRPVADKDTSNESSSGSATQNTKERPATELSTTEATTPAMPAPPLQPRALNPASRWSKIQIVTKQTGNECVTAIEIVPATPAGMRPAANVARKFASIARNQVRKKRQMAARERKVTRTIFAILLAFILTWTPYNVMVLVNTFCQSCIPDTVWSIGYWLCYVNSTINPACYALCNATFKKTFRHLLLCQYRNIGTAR
M5 antag – human M5 muscarinic receptor antagonists, primary screen, CHO cells, Fluo-8 calcium fluorescence; CHO-hM5 cells, ACh EC80; 360,000 compounds, 0.59% hits; inhibition, % at 3 µM; Muscarinic acetylcholine receptor M5 (Homo sapiens), P08912;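 active = inhibition above a per-plate cutoff, the mean of that plate's test compounds plus 3 SD, cut at about 27% in these data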;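 also: 0% = acetylcholine EC80 with DMSO and 100% = DMSO without agonist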
Target sequence (P08912 whole entry, looked up): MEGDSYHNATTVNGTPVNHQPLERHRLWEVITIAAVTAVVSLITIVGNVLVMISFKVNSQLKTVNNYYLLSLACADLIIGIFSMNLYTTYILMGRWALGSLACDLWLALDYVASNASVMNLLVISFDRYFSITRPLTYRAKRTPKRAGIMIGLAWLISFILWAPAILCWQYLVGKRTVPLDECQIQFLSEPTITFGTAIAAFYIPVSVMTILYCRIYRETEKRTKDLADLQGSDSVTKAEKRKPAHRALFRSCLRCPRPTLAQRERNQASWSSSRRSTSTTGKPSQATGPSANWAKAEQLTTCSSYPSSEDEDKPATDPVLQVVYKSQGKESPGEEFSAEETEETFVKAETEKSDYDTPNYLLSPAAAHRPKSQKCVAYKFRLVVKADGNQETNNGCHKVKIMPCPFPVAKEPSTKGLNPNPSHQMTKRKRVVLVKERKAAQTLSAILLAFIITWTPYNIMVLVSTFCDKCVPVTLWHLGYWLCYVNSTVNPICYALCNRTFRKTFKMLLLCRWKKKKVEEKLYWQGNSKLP
CHRM5 PAM – human M5 muscarinic receptor positive allosteric modulators, primary screen, CHO-K1 cells, Fluo-8 calcium fluorescence; Muscarinic acetylcholine receptor M5 (Homo sapiens), P08912; activation, % at 3 µM; 360,000 compounds, 0.3% hits; AID 624038, 2012; CHO-K1 hM5, ACh EC20 PAM; 0% = ACh EC20, 100% = ACh EC100;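 active = activation above the run cutoff, the mean activation of all test compounds plus 3 SD, cut at about 18% in these data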
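Probe or stimulus: acetylcholine, EC20 level; Assay system: human M5 receptor in CHO-K1 cells; Schedule: compound preincubation 140 s before EC20 acetylcholine addition; Technique: intracellular calcium via Fluo-8 fluorescence; Dosing: single-point, 3 µM nominal; Read-out basis: percent activation from peak-over-basal fluorescence ratio, scaled EC20-to-EC100 acetylcholine; Repeats: one well per compound, no replicates.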
CHO-K1 Ca ag – counter-screen for M1 agonists: effect in parental CHO-K1 cells. Fluo-8 calcium fluorescence; scaled to maximal ATP response, vehicle zero. activation, % at 3 µM. 360,000 compounds, 0.48% hits; in the data active = activation above about 15%;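 also: untransfected CHO-K1 host cells lacking M1 receptor as counterscreen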
M5 ag – human M5 muscarinic receptor agonists, primary screen, CHO-K1 cells, Fluo-8 calcium fluorescence. Muscarinic acetylcholine receptor M5 (Homo sapiens), P08912. CHO-K1 hM5 cells; 0% DMSO wells, 100% maximal acetylcholine response. activation, % at 3 µM. 360,000 compounds, 0.19% hits. AID 624037, 2012;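 active = activation above the run's mean over test compounds plus 3 SD, cut at about 23% in these data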;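 also: signal is peak over basal fluorescence ratio across the kinetic read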
M4 PAM – human M4 muscarinic receptor positive allosteric modulators, primary screen, CHO-K1 cells, Fluo-8 calcium fluorescence; CHO-K1 hM4/Gqi5, ACh EC20; 0% = ACh EC20, 100% = maximal ACh; activation, % at 3 µM; 360,000 compounds, 0.4% hits; AID 624126, 2012;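 active = activation above its plate's cutoff, the mean activation of sample wells plus 3 SD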; also: some results filed as inactive read as strong as hits
M1 PAM parental – nonselective calcium activators in parental CHO-K1 cells, primary screen, counter-screen for M1 PAM project, cell-based, Fluo-8 calcium fluorescence, full deck, 1536-well. ATP EC20; 0% at ATP EC20, 100% at ATP max. activation, % at 3 µM. 360,000 compounds, 0.02% hits;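 active = activation above the run cutoff, the mean activation of all test compounds plus 3 SD, cut at about 40% in these data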;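 also: peak over basal fluorescence ratio in a 140 s read after ATP addition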
CHRM4 agonist – human M4 muscarinic receptor agonists, primary screen, CHO-K1 cells, Fluo-8 calcium fluorescence; Muscarinic acetylcholine receptor M4 (Homo sapiens), P08173; CHO-K1 hM4/Gqi5; vehicle 0%, full acetylcholine response 100%; activation, % at 3 µM; 360,000 compounds, 0.14% hits;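 active = activation above the run mean over all test wells plus 3 SD, cut at about 32% in these data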;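 also: peak over basal fluorescence ratio per well then scaled between controls; 0% = DMSO wells and 100% = acetylcholine at EC100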
CHO-K1 Ca antag – nonselective inhibitor or artifact in parental CHO-K1 cells. ATP-induced calcium, Fluo-8 fluorescence. inhibition, % at 3 µM. 360,000 compounds, 0.6% hits. AID 602250;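 active = inhibition above a per-plate cutoff, the plate's mean sample inhibition plus 3 SD, cut at about 24% in these data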;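 also: 0% = DMSO plus EC80 ATP and 100% = DMSO alone without ATP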
An asterisk follows results filed as active.

Assay codes: A = CHRM4 antagonist; B = M5 antag; C = CHRM5 PAM; D = CHO-K1 Ca ag; E = M5 ag; F = M4 PAM; G = M1 PAM parental; H = CHRM4 agonist; I = CHO-K1 Ca antag
> Cc1cccc(C)c1OCC(=O)Nc1ccc(NC(=O)c2ccco2)cc1
  A: 6	B: 13	C: -15	D: 4.3	E: 4	F: -21	G: -10	H: 12	I: 2
> Cc1cccn2c(=O)c3cc(C(=O)NCc4ccco4)c(=N)n(C4CCCC4)c3nc12
  A: -9	B: 8	C: 3	D: -0.1	E: -4	F: 0	G: 11	H: 2	I: -14
> CCN(CC)S(=O)(=O)c1ccc(OC)c(NC(=O)c2cn(CC)c3nc(C)ccc3c2=O)c1
  A: -4	B: 2	C: 4	D: 0.9	E: -1	F: 11	G: 11	H: 1	I: -6
> S=C(NCc1ccco1)Nc1ccc(Cl)cc1Cl
  A: 7	B: 0	C: -1	D: 2.3	E: -3	F: -3	G: 14	H: 1	I: 0
> CC1=C2C3OC(=O)C(C)C3CCC2(C)C=C(Cl)C1=O (centres undefined)
  A: -4	B: -2	C: 2	D: 0.8	E: 1	F: 1	G: 17	H: 1	I: -14
> C=CCn1c(=O)c(C(C)=O)cn(N(C)c2ncc(C(F)(F)F)cc2Cl)c1=O
  A: -2	B: -6	C: 0	D: 0.1	E: -4	F: 0	G: 3	H: 1	I: 7
> Cc1nn(-c2ccccn2)c2c1-c1nc(N)ncc1CC2
  A: -3	B: 6	C: -7	D: 0.7	E: -8	F: 2	G: 11	H: 3	I: -4
> COc1ccccc1C(=O)NNC(=S)Nc1ccccc1
  A: 4	B: 14	C: 0	D: 0.0	E: -5	F: -2	G: -11	H: 2	I: -13
> COc1cccc(N(C(=O)Cn2nnc(-c3ccc(C)o3)n2)C(C(=O)NC2CCCC2)c2ccncc2)c1 (centres undefined)
  A: 6	B: -1	C: 5	D: 0.3	E: -2	F: 0	G: 1	H: -1	I: 9
> COc1ccc(/C(N)=N/OC(=O)CCc2ccccc2)cc1
  A: -1	B: -5	C: 2	D: -0.4	E: 0	F: -1	G: 21	H: 1	I: -11
> CC(C)(C)c1cc(Br)c(O)c(N=Nc2ccc(S(=O)(=O)N3CCOCC3)cc2)c1
  A: -1	B: -2	C: -1	D: -0.1	E: -1	F: 2	G: 12	H: 1	I: -1
> COc1ccc(C2CC(=O)c3c(ccc4ccccc34)N2)cc1OC (centres undefined)
  A: -2	B: 1	C: -1	D: 0.8	E: 1	F: 10	G: 10	H: 1	I: -6
> CN(C)c1ccc(/C=C(/NC(=O)c2ccccc2)C(=O)NCCCn2ccnc2)cc1
  A: 8	B: 7	C: 1	D: 3.1	E: 6	F: 6	G: 6	H: 5	I: -6
> O=C(/C=C/[C@H]1O[C@@H](n2cnc3c(NC(=O)c4ccccc4)ncnc32)[C@H](O)[C@@H]1O)NCc1ccc2c(c1)OCO2
  A: -6	B: -1	C: -1	D: 0.6	E: 3	F: 3	G: 6	H: 0	I: 3
> Cc1c(C)c2ccc(OCC(=O)Nc3ccc(CN4CCOCC4)cc3)cc2oc1=O
  A: -8	B: -3	C: 3	D: 3.2	E: 3	F: 0	G: -5	H: 3	I: -4
> COc1cccc2cc(C(=O)N3CCCc4ccccc43)oc12
  A: 2	B: 6	C: -1	D: 0.4	E: -3	F: 1	G: 0	H: 0	I: -10
> Cc1ccc(OCCC(=O)Nc2ccc3c(c2)OCO3)cc1
  A: -10	B: -4	C: 0	D: 0.1	E: 2	F: 13	G: -7	H: 1	I: 5
> CCc1nc2ccc(C)cc2c(C(=O)NC2CCCCC2C)c1C (centres undefined)
  A: 2	B: -3	C: 2	D: -0.1	E: -3	F: 4	G: 13	H: 0	I: -2
> COc1ccccc1CNC(=O)CCN1C(=O)COc2ccccc21
  A: 1	B: -4	C: 0	D: 0.2	E: -3	F: -1	G: -5	H: 1	I: -16
> Cc1cc(Cn2nc(C(=O)NCc3cccc(C(F)(F)F)c3)cc2-c2ccccc2)on1
  A: 7	B: -1	C: -3	D: -0.3	E: -1	F: 0	G: 13	H: 1	I: -13
> COc1cccc(C2C3=C(CC(C)(C)CC3=O)OC(N)=C2[N+](=O)[O-])c1 (centres undefined)
  A: 2	B: 6	C: -1	D: 0.8	E: 2	F: 0	G: 3	H: 2	I: 8
> CC(NC(=O)c1cc(-c2cccnc2)nc2ccc(Br)cc12)C1CCCO1 (centres undefined)
  A: 2	B: 12	C: -4	D: 1.3	E: 0	F: -4	G: 11	H: 4	I: -14
> COc1ccc(Cl)cc1S(=O)(=O)N1CCCc2ccccc21
  A: -2	B: 10	C: -3	D: 0.7	E: -7	F: -4	G: 7	H: 0	I: -12
> COc1cccc(OC)c1NC(=O)C1CCCN1C(=O)Nc1ccccc1Cl (centres undefined)
  A: -18	B: 10	C: 2	D: 0.4	E: -2	F: 6	G: 9	H: 2	I: -17
> O=C(O)CC(C(=O)OC1CCCCC1)N1CCOCC1 (centres undefined)
  A: 11	B: -7	C: 4	D: -0.3	E: 1	F: 1	G: -13	H: 0	I: 31*

Ordered by heavy-atom count (lowest first): some entries from above
Assay codes: A = CHRM4 antagonist; B = M5 antag; C = CHRM5 PAM; D = CHO-K1 Ca ag; E = M5 ag; F = M4 PAM; G = M1 PAM parental; H = CHRM4 agonist; I = CHO-K1 Ca antag
> CC1=C2C3OC(=O)C(C)C3CCC2(C)C=C(Cl)C1=O (centres undefined)
  A: -4	B: -2	C: 2	D: 0.8	E: 1	F: 1	G: 17	H: 1	I: -14
> Cc1nn(-c2ccccn2)c2c1-c1nc(N)ncc1CC2
  A: -3	B: 6	C: -7	D: 0.7	E: -8	F: 2	G: 11	H: 3	I: -4
> CC(C)(C)c1cc(Br)c(O)c(N=Nc2ccc(S(=O)(=O)N3CCOCC3)cc2)c1
  A: -1	B: -2	C: -1	D: -0.1	E: -1	F: 2	G: 12	H: 1	I: -1

Later entries
Assay codes: A = CHRM4 antagonist; B = M5 antag; C = CHRM5 PAM; D = CHO-K1 Ca ag; E = M5 ag; F = M4 PAM; G = M1 PAM parental; H = CHRM4 agonist; I = CHO-K1 Ca antag
> S=c1[nH]nc(Cc2ccccc2)n1-c1ccc(Cl)cc1
  A: -2	B: -10	C: 3	D: 0.9	E: -1	F: 7	G: 11	H: 0	I: 0
> Cc1ccc(S(=O)(=O)N2CCCCC2)cc1NC(=O)CSc1nnc(N)s1
  A: 5	B: -8	C: 4	D: 0.3	E: 3	F: -7	G: 5	H: 1	I: -5
> COC(=O)C1CCCN1C(=O)C12CC3CC(CC(C3)C1)C2 (centres undefined)
  A: -8	B: -5	C: 14	D: -0.3	E: 0	F: -4	G: -6	H: 1	I: -4
> O=C(NCC1CCCO1)C1c2ccccc2C(=O)N1Cc1ccc2c(c1)OCO2 (centres undefined)
  A: -10	B: -13	C: 1	D: 0.8	E: -1	F: 12	G: 17	H: 2	I: -12
> CCN(CC)S(=O)(=O)c1ccc(N2CCOCC2)c(NC(=O)c2nn(C)c(=O)c3ccccc23)c1
  A: -7	B: 4	C: -3	D: -0.1	E: 3	F: 4	G: -20	H: 1	I: 0
> C#CCOCCOCCOCCNc1nc(N2CCN(C(=O)CCCCCCCCCCNC(=O)[C@H]([C@@H](C)CC)n3cc(CCCCCN)nn3)CC2)nc(N2CCN(C(=O)CCCCCCCCCCNC(=O)[C@H]([C@@H](C)CC)n3cc(CCCCN=C(N)N)nn3)CC2)n1
  A: 14	B: 12	C: -10	D: -0.3	E: -2	F: -10	G: -14	H: -1	I: -4
> O=C(O)c1ccc(-c2ccc(/C=C3\NC(=O)N(Cc4ccc(Cl)cc4)C3=O)o2)cc1
  A: -4	B: -3	C: 12	D: 0.8	E: 4	F: 9	G: 24	H: 0	I: -13
> N#CCc1nn2c3c(cnc2c1C#N)C(=O)CCC3
  A: -4	B: -4	C: 4	D: 0.3	E: 1	F: 6	G: 9	H: 1	I: -8
> CCCS(=O)(=O)NCCc1cc2cc(C)c(C)cc2[nH]c1=O
  A: -6	B: 3	C: -3	D: 0.4	E: -2	F: 0	G: 1	H: 1	I: 0
> CCc1ccc([C@@H]2C[C@H]3CN(Cc4ccccc4OC)C(=O)[C@]34CCCN24)cc1
  A: 14	B: 10	C: -17	D: 1.4	E: -11	F: -16	G: 15	H: 1	I: -13
> O=C(NCC1CCCO1)c1ccccc1 (centres undefined)
  A: 5	B: -4	C: 1	D: -0.3	E: -7	F: 0	G: 15	H: 0	I: -2
> COC(=O)c1ccc(N2C(=O)CC(N(C)CCc3ccc(OC)c(OC)c3)C2=O)cc1 (centres undefined)
  A: 6	B: 0	C: 3	D: 0.4	E: 2	F: 13	G: 22	H: 0	I: -7
> CN(Cc1ccccc1)C(=O)COc1ccc(N(C)S(=O)(=O)c2ccc(F)cc2)cc1
  A: 9	B: -8	C: 5	D: 0.7	E: 2	F: 4	G: 11	H: 4	I: 1
> Fc1cccc(-c2nn[nH]n2)c1
  A: 9	B: 10	C: 16	D: 0.1	E: 2	F: 24	G: -4	H: 0	I: -14
> CC(C)CC(=O)/C(=C\c1ccc(Cl)cc1Cl)n1cncn1
  A: 14	B: 13	C: 15	D: 1.5	E: 13	F: -9	G: 16	H: 2	I: 7
> Cc1cccc(Nc2nc(N)nc(CSC(=S)N3CCOCC3)n2)c1
  A: -4	B: -4	C: 2	D: 0.3	E: -1	F: -2	G: 18	H: 0	I: -11
> COc1ccc(S(=O)(=O)NCCC(=O)N2CCCN(C)CC2)cc1
  A: -6	B: 9	C: 2	D: 0.1	E: 3	F: 14	G: 3	H: 1	I: -19
> CC(=O)c1ccc(-c2ccc(C(=O)NCC3CCCO3)o2)cc1 (centres undefined)
  A: -2	B: 7	C: -2	D: 0.5	E: 1	F: 7	G: -3	H: 4	I: 6
> CC(OC(=O)CCN1C(=O)C2CC=CCC2C1=O)C(=O)Nc1cccc(Cl)c1 (centres undefined)
  A: -13	B: -5	C: -2	D: 3.4	E: 1	F: 1	G: 17	H: 4	I: -8
> CC(=O)c1cccc(NC(=O)CN(C2CCCCC2)S(C)(=O)=O)c1
  A: 11	B: 3	C: -2	D: 0.1	E: 0	F: 2	G: 6	H: 1	I: -1
> Cn1c(SCC(=O)NC2CCCCC2)nnc1-c1ccccn1
  A: 0	B: 0	C: 0	D: 0.9	E: -2	F: 8	G: 4	H: 0	I: -5
> O=S(=O)(c1cccc2nsnc12)N1CCN(c2ccccc2F)CC1
  A: 4	B: 21	C: -11	D: 1.7	E: 0	F: -7	G: -4	H: 6	I: 3
